Lipid storage S3: qHTS Assay for Lipid Storage Modulators in Drosophila S3 Cells. AID 2685, 2010. hit rate 0.64% among 320,000. Drosophila S3 cells, BODIPY lipid droplet fluorescence, 18-24 h; cells fed with added oleic acid. lipid storage change, negative = inhibition, % at the top dose, mostly 46.1 µM; hits show Potency in µM; active = well fitted inhibition curve with a large enough effect in the signal ratio, with a control signal flat, not every such curve was filed as active; inconclusive = small, poorly fitted or top-dose-only effect, or effect the other way, or a change in a side signal; the % refers to the signal ratio
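Laser-scanning cytometry quantifies lipid droplet accumulation (500–530 nm total intensity; droplet/cell object ratio) in oleic acid-fed (400 uM added) Drosophila S3 cells treated with a concentration series. 20 uM Triacsin C defined 100% inhibition.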
Lipid storage S3 cell count max: recorded beside Lipid storage S3, whose call it bears; cell number change, %; measured here: cell count max response;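 cells counted by Cell Tracker Red CMTPX staining in the red channel; peak over a dose series mostly up to 46.1 µM; percent activity relative to internal control wells on each plate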
Starred values were filed as active, the others as inactive; i = inactive; ? = inconclusive; nt = no result given. % is set by controls: 0 for no effect and ±100 for the full control effect; potency is the fitted concentration of half-maximal effect. Only part of the results is shown; count on the stated rates, not on these rows.

Order of values: Lipid storage S3, Lipid storage S3 cell count max
- O=C(COc1ccc(Br)cc1Cl)NC1CCN(Cc2ccccc2)CC1
→ ?, nt
- Cc1cc(NC(NC(=O)c2ccco2)(C(F)(F)F)C(F)(F)F)no1
→ 3%, -2
- Cc1nc(C)n(CC(O)COc2ccc3c(c2)CCC3)n1 (stereo not given)
→ 7%, 1
- CCOc1ccc(-c2nc(CSCC(=O)NC3CC3)c(C)o2)cc1
→ i, 20
- COc1cc(-c2nnc(SCc3ccccc3Cl)o2)cc(OC)c1OC
→ ?, nt
- COc1ccc(OC)c2[nH]c(=O)c(CCNC(=O)CC(C)C)cc12
→ ?, nt
- CCC(=O)N(c1nnc(SCC(=O)NN2C(=O)NC3(CCC(C)CC3)C2=O)s1)C1CC1 (stereo not given)
→ 0%, 20
- COc1ccc(NC(=O)C(=O)NCCC2CCCCN2S(=O)(=O)c2ccccc2)cc1 (stereo not given)
→ ?, nt
- Cc1cc(/C=C2/C(=N)N3C(c4ccccc4)=CSC3=NC2=O)c(C)n1-c1ccccc1
→ 5%, 9
- Cc1ccc(S(=O)(=O)NCC(=O)NC2CCCC2)cc1
→ ?, nt
- CCN(CC)S(=O)(=O)c1cccc(C(=O)OCC(=O)Nc2ccc3c(c2)c2ccccc2n3CC)c1
→ ?, nt
- CCOc1ccc(-c2noc(CCC(N)=O)n2)cc1OCC
→ -7%, 8
- CCCSc1ncnc2sc(C)c(C)c12
→ ?, nt
- COC(=O)C1=C(C)N(CC2CC2)C(=NCc2cccc(Cl)c2)N[C@H]1c1ccccc1
→ ?, 20
- CC1(C)COC(c2cccc(C3=NC(C)(C)CO3)n2)=N1
→ ?, nt
- Cc1ccc(NC(=O)Nc2ncnc3nc[nH]c23)cc1
→ -1%, -10
- CC(NC(=O)c1cccnc1Sc1ccccc1)c1ccc(S(N)(=O)=O)cc1 (stereo not given)
→ ?, nt
- COc1ccc(N2C(=S)NC3N2C(=S)NC3(C)c2ccccc2)cc1 (stereo not given)
→ ?, nt
- COc1ccccc1NC(=O)/C(=C/c1cccs1)NC(=O)c1ccco1
→ ?, nt
- O=C(CN1CCN(c2ccccc2O)CC1)Nc1cc(S(=O)(=O)N2CCCC2)ccc1Cl
→ 0.26µM*, -12*
- CCOCCCNC(=O)c1cn(CC(C)C)c(=O)c2cc(OC)c(OC)cc12
→ 10%, 12
- COc1ccc(OCCCC(=O)OCC(=O)c2ccc3c(c2)NC(=O)CO3)cc1
→ ?, nt
- N=C(N)SCc1nc2ccccn2c1Br
→ -4%, -13
- CCSc1cc(N2CCCC2)nc(-c2ccc(Cl)cc2)n1
→ ?, nt
- Cc1cc(C)c(NC(=O)COC(=O)COc2ccc3c(C)cc(=O)oc3c2)c(Cl)c1
→ ?, nt
- O=c1[nH]nc2n1CCCCC2
→ ?, nt
- COC(=O)C(C)N(C#N)c1nc(C)nc(C)n1 (stereo not given)
→ -8%, -15
- O=[N+]([O-])c1ccc(O)c(NC(=S)Nc2ccccc2)c1
→ i, 15
- CC(=O)N[C@@H](C)C(=O)N1CCC(n2nccc2NC(=O)CCCc2ccccc2)CC1
→ ?, nt
- Cc1cc(C)nc(N2CCCC(C(=O)Nc3cccc(Cl)c3)C2)n1 (stereo not given)
→ ?, nt
- O=C(COc1ccc2c(c1)oc(=O)c1ccccc12)N[C@@H](Cc1ccccc1)C(=O)O
→ ?, nt
- Cc1nc2ccc(NC(=O)N3CCOCC3)cc2s1
→ ?, nt
- Cc1ccc(NC(=O)CN(C)C(=O)c2cccc(S(=O)(=O)NCc3cccs3)c2)cc1
→ ?, nt
- CCCCCC(=O)NC(=S)Nc1ccc(Cl)cn1
→ ?, nt
- Cc1cc(NC(=O)C(C)SCC(=O)OC(C)C(=O)Nc2ccccc2C)no1 (stereo not given)
→ 28%, 31
- O=C(Nc1ccc(N2CCOCC2)cc1)c1ccc(Cl)nc1
→ ?, nt
- COc1ccc(CCNC(=O)CCC(=O)N2CCOc3ccccc32)cc1OC
→ ?, nt
- Cn1nc(-c2ccccc2)c(C(=O)NCC(=O)O)c1Cl
→ ?, nt
- Cc1cc(C(=O)NCC(=O)OCC(=O)N(C(C)C)C(C)C)ccc1[N+](=O)[O-]
→ ?, nt
- Cc1cc(-c2nc(-c3ccncc3)no2)ccc1[N+](=O)[O-]
→ 6%, -1
- C=CCN(c1ccccc1)S(=O)(=O)c1cccc(C(=O)OCC(=O)NC2CC2)c1
→ -1%, -12
- CCCc1cc(=O)[nH]c(SCCCCN2C(=O)c3ccccc3C2=O)n1
→ ?, nt
- CCCOc1nc2c(c(=O)n(C)c(=O)n2C)n1Cc1cccc2ccccc12
→ ?, nt
- O=C(N/N=C/c1ccc(-c2ccc([N+](=O)[O-])cc2)o1)C(O)c1ccccc1 (stereo not given)
→ -16%, -14
- Cc1cc(C)cc(OCC(=O)OCC(=O)Nc2c(C)n(C)n(-c3ccccc3)c2=O)c1
→ ?, nt

Brought forward from above: 7 entries; new compounds follow.
Order of values: Lipid storage S3, Lipid storage S3 cell count max
- Cc1cc(C(=O)NCC(=O)OCC(=O)N(C(C)C)C(C)C)ccc1[N+](=O)[O-]
→ ?, nt
- Cc1cc(-c2nc(-c3ccncc3)no2)ccc1[N+](=O)[O-]
→ 6%, -1
- C=CCN(c1ccccc1)S(=O)(=O)c1cccc(C(=O)OCC(=O)NC2CC2)c1
→ -1%, -12
- CCCc1cc(=O)[nH]c(SCCCCN2C(=O)c3ccccc3C2=O)n1
→ ?, nt
- CCCOc1nc2c(c(=O)n(C)c(=O)n2C)n1Cc1cccc2ccccc12
→ ?, nt
- O=C(N/N=C/c1ccc(-c2ccc([N+](=O)[O-])cc2)o1)C(O)c1ccccc1 (stereo not given)
→ -16%, -14
- Cc1cc(C)cc(OCC(=O)OCC(=O)Nc2c(C)n(C)n(-c3ccccc3)c2=O)c1
→ ?, nt
- CCCCOc1ccc(CCC(=O)N/N=C/c2ccco2)cc1
→ -1%, -14
- O=C1NC(c2ccccc2)C(C(=O)c2cccs2)C(O)(C(F)(F)F)N1 (stereo not given)
→ ?, nt
- Cc1ccc(N2C(=O)C(NC(=O)c3c(F)cccc3F)(C(F)(F)F)C3=C2CC(C)(C)CC3=O)cc1 (stereo not given)
→ -7%, -17
- O=C(CSc1nnc(-c2ccc(Cl)cc2)o1)N1CCN(c2ccccc2)CC1
→ ?, nt
- COCCN(CC1CCCN(C2Cc3ccccc3C2)C1)C(=O)CCSC (stereo not given)
→ 6%, 26
- COc1ccc(C2CC(=O)C(C=NCCCN3CCOCC3)=C(O)C2)cc1 (stereo not given)
→ 7%, 0
- Cc1ccc(CNC(=O)CSCc2cccc(F)c2)cc1
→ -11%, 9
- CC1CN(S(=O)(=O)c2cccc(-c3cn4ccccc4n3)c2)CC(C)O1 (stereo not given)
→ ?, nt
- CCCn1nnc(NC(=O)c2ccc(F)cc2)n1
→ -9%, nt
- CCOc1ccc(NC(=O)CN(C)C(=O)c2cc(C3CC3)nn2-c2ccccc2)cc1OCC
→ ?, nt
- Cc1ccc(C(=O)Nc2ccc3c(c2)OCO3)cc1S(=O)(=O)N1CCCCC1
→ ?, nt
- COc1ccc(NC(=S)NNS(=O)(=O)c2ccc3ccccc3c2)c(OC)c1
→ 1%, -4
- Cc1ccc(O)c(C2=NNC(O)(C(F)(F)F)C2)c1 (stereo not given)
→ ?, nt
- Cc1cc([N+](=O)[O-])nn1CC(=O)NNC(=S)Nc1ccc(F)cc1
→ ?, nt
- CCn1cc(CNC(=O)c2cc(-c3cc(OC)ccc3OC)nc3ccccc23)c(C)n1
→ -7%, -6

Following part
mol,Lipid storage S3,Lipid storage S3 cell count max
COc1cc(/C=C/C(=O)N2CCC=CC2=O)cc(OC)c1OC,?,nt
COc1ccc(N2CCN(C(=O)CCc3c[nH]c4ccccc34)CC2)cc1,?,nt
Cc1cc(C(C)(C)C)cc(S(=O)(=O)NCCO)c1C,?,nt
CCN(CC)S(=O)(=O)c1ccc(/C(O)=C(\C#N)c2nc3ccccc3n2C)cc1,?,nt
C=CCC1C=C(Cc2ccccc2)CC(CC=C)N1 (stereo not given),?,nt
CC1CCCN(C(=O)COC(=O)C2CCN(S(=O)(=O)c3ccc4c(c3)OCCO4)CC2)C1 (stereo not given),22%,17
Cc1sc2nc(C3CC3)nc(N3CCN(C(=O)c4ccc(F)cc4)CC3)c2c1C,?,nt
COc1cccc(N2C(=O)CC(c3c[nH]c4ccccc34)C2=O)c1 (stereo not given),1%,5
Cc1ccc(C)c(-c2nnc(NC(=O)CCS(=O)(=O)c3ccccc3)o2)c1,?,nt
O=C(Nc1cccn(Cc2ccc(F)cc2)c1=O)NC1CCCCC1,-16%,-14
CCCCCC(O)(c1ccccc1)C(CN1CCOCC1)c1ccccc1 (stereo not given),17%,nt
COc1ccc(C2C(C(C)=O)=C(O)C(=O)N2c2cccnc2)cc1OC (stereo not given),-7%,19
CCc1nnc(NC(=O)c2csc3c2CCC(C)C3)s1 (stereo not given),?,nt
CCc1nonc1NC(=O)c1oc2cc(Br)ccc2c1C,1%,nt
CC(=O)NCCc1nc2ccccc2n1Cc1cc(C)ccc1C,-59%,-21
COc1ccc(CN(C)C(=O)C2CC(=O)N(c3ccc4c(c3)OCCO4)C2)c(OC)c1 (stereo not given),?,nt
Cc1cccc2cc(CN(CC3CCCO3)C(=O)c3ccco3)c(=O)[nH]c12 (stereo not given),?,nt
COC(=O)COc1ccc(S(=O)(=O)NCCC2=CCCCC2)cc1C,?,nt
COc1ccc(/C=N/NC(=O)Nc2cccc3nsnc23)cc1OC,-9%,nt
COc1ccc(CNC(=O)C2CCCN2C(=O)NC2CCCCC2)cc1 (stereo not given),?,nt
COC(C/C=C/[C@H](O)COCc1ccccc1)OC,-4%,14
COc1ccccc1CC(=O)N1CCCC(CCC(=O)NCc2ccccc2F)C1 (stereo not given),?,nt
Cn1c(C(=O)O)c(CC(=O)Nc2ccc3c(c2)OCCO3)c2ccccc21,?,nt
COc1ccc(NC(=O)CN(C)C(=O)CCc2nc3cc(S(=O)(=O)N4CCOCC4)ccc3n2C)cc1,?,nt
C=CCn1c(-c2ccc(OC)cc2)csc1=Nc1c(C)n(C)n(-c2ccccc2)c1=O,-11%,5
Cc1ccc(Cl)cc1NC(=O)CC(O)(C(F)(F)F)C(F)(F)F,?,nt
CCc1cc(=O)oc2cc(C)cc(OC(=O)c3ccco3)c12,?,nt
C=CCN1CN=C(NS(=O)(=O)c2ccc(NC(C)=O)cc2)NC1,?,nt
COc1ccc(-c2csc(C3=C(O)CN(Cc4ccc(Cl)cc4)C3=N)n2)cc1OC,?,nt
Cc1nc(SCC(=O)c2ccc(Cl)s2)c2oc3ccccc3c2n1,?,nt
CCOC(=O)NC1(NC2CCCCC2)Oc2ccccc2O1,?,nt
Cc1ccc(S(=O)(=O)N2CCC3(CC2)CC(=O)c2ccccc2O3)cc1,?,nt
CC1CCN(C2=NC(=O)/C(=C/c3ccc(O)cc3)S2)CC1,?,nt
C#CCOCCOCCOCCNc1nc(N2CCN(C(=O)CCCCCCCCCCNC(=O)[C@@H](CCC(=O)O)n3cc(CCCCCN)nn3)CC2)nc(N2CCN(C(=O)CCCCCCCCCCNC(=O)[C@H](CO)n3cc(CCCCCN)nn3)CC2)n1,6%,13
O=C1/C(=C/c2cccc(Cl)c2)CSc2sccc21,11%,11
Cc1ccc(NC(=O)/C(=C\c2ccccc2)NC(=O)c2ccco2)cc1,?,nt
COc1cccc(NC(=O)CN2CCCCCC2)c1,?,nt
CCn1ncc(/C=C/C(=O)Nc2c(C)nn(Cc3ccc(Cl)cc3Cl)c2C)c1C,?,nt
CCCc1cc(=O)oc2cc(OCC(=O)NC3CC(C)(C)NC(C)(C)C3)ccc12,?,nt
COc1ccc(N=C(C)C2=C(O)COC2=O)cc1,i,-1
O=C(NCCc1ccccc1)C(NS(=O)(=O)c1cccc2nsnc12)c1ccccc1 (stereo not given),19%,nt
O=S(=O)(c1ccc(N2CC=C(c3ccccc3)CC2)nc1)N1CCCC1,?,nt
Cc1sc2nc(SCC(=O)C(C)(C)C)n(Cc3ccco3)c(=O)c2c1C,-2%,-3
O=C(N/N=C/c1cccc2ccccc12)c1cccc(F)c1,11µM*,-0.1*
O=C(Cn1[nH]c(=O)c2ccccc2c1=O)Nc1cccc(S(=O)(=O)N2CCCCCC2)c1,-2%,4
COc1cccc(C2=CC(c3ccccc3)n3ncnc3N2)c1 (stereo not given),?,nt
COc1cccc(-c2cc(C(=O)Nc3cc(C)nn3-c3ccccc3)no2)c1,?,nt
COc1ccc(CCNC(=O)C(CC(C)C)NC(N)=O)cc1 (stereo not given),?,nt
O=C(N/N=C/c1ccccn1)c1cccs1,?,nt
COC(C(=O)N/N=C/c1ccc(OCC(=O)N2CCOCC2)cc1)c1ccccc1 (stereo not given),i,-2
CCN(CC)C(=O)Cn1cc(SCC(=O)NCc2ccco2)c2ccccc21,?,nt
O=C(OCC(=O)N1CCCc2ccccc21)C1CCN(S(=O)(=O)c2cccs2)CC1,-19%,-14
O=C(CSC1=NCCS1)Nc1cccc(F)c1,?,nt
Cc1ccc(CNC(=O)[C@H](C)NC(=O)C2CCN(C(=O)[C@@H](N)CC(C)C)CC2)cc1,?,nt
C/C=C/C(=O)Nc1nnc(C(C)C)s1,5%,-4

Ordered by the number under Lipid storage S3 cell count max (smallest number first): 3 of the compounds above
mol,Lipid storage S3,Lipid storage S3 cell count max
CCCCOc1ccc(CCC(=O)N/N=C/c2ccco2)cc1,-1%,-14
Cc1nc(C)n(CC(O)COc2ccc3c(c2)CCC3)n1 (stereo not given),7%,1
COC(C/C=C/[C@H](O)COCc1ccccc1)OC,-4%,14

Source: PubChem (National Center for Advancing Translational Sciences (NCATS))
